Assay outcomes (PubChem BioAssay)
KDM5B inh: inhibitors of human KDM5B histone demethylase | Q9UGL1 | KDM5B demethylase, FDH-coupled NADH fluorescence (FDH is formaldehyde dehydrogenase) | Potency, µM (highest dose often 57.7 µM), inactives show top-dose activity change, negative = inhibition, most hits filed as inhibitors | 220,000 tested, 2.6% active | AID 1347165; active = well fitted inhibition curve with a large enough effect; inconclusive = small, poorly fitted or top-dose-only effect; inactive = no such curve, though single readings can be large or run the other way; also: 0% is about no effect; nearly all actives have a fitted effect of over 70% in size
Target sequence (Q9UGL1 whole entry, looked up): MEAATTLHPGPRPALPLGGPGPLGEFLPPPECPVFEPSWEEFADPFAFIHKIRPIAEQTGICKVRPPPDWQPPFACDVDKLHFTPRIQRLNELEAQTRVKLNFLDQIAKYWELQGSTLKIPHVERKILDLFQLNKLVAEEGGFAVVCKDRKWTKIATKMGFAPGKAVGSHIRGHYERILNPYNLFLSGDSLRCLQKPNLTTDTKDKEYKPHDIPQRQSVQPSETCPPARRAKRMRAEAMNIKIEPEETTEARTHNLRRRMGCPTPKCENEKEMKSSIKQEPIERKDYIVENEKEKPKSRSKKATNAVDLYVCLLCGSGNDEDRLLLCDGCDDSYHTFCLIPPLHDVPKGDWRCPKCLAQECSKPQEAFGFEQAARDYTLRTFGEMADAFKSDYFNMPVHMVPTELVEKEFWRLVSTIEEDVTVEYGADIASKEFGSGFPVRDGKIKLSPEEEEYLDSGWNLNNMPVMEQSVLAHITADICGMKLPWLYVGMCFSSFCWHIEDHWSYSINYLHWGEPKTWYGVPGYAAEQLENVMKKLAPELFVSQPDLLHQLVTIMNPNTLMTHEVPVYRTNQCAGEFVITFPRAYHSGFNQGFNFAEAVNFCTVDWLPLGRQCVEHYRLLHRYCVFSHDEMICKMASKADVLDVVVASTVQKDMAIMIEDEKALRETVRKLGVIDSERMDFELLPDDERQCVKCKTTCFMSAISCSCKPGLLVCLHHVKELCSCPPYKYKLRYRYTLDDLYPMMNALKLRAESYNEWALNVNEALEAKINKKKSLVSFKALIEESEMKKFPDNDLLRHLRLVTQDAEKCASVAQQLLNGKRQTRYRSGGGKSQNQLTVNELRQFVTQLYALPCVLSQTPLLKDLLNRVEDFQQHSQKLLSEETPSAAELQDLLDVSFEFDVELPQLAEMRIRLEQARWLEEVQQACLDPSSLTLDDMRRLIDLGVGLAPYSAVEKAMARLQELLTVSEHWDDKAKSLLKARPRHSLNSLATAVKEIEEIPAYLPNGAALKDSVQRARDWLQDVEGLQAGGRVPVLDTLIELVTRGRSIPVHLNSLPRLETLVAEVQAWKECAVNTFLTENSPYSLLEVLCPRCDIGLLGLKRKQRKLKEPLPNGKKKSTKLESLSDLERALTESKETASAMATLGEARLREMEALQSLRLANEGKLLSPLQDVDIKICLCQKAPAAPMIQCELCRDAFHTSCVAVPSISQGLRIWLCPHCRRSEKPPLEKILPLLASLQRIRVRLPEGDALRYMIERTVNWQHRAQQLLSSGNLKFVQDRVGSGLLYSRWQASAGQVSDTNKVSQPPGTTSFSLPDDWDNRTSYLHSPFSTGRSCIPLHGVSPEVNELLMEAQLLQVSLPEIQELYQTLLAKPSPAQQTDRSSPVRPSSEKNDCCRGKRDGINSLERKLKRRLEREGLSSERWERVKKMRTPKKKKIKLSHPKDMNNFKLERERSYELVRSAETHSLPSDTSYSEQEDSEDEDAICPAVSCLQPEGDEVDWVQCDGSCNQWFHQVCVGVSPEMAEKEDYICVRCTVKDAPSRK
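Inhibition is measured as reduced NADH fluorescence generation from FDH coupling to formaldehyde release. Truncated KDM5BΔAP at 200 nM final acts on H3K4me3 peptide (12.5 µM in substrate mix) in pH 7.5 HEPES buffer with Tween-20, 30 min, room temperature.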
* marks the source's active call; other numbers are inactive results; i = inactive; ? = inconclusive; [ ] = dose if it differs, or a comment. Potency is read from the fitted curve at half-maximal effect. An excerpt; the hit share may differ from the screen's.

nr	canonical_smiles	KDM5B inh
1	CN1c2ccccc2C(=O)/C(=C\Nc2ccc(F)cc2)S1(=O)=O	i
2	O=C(Nc1ccc2ccccc2n1)c1cccc[n+]1[O-]	18%
3	CCn1cc(/C=C(\NC(=O)c2ccco2)C(=O)NCCO)c2ccccc21	-10%
4	O=c1c(-c2ccccc2)c(C(F)(F)F)oc2cc(O)ccc12	-9%
5	C[S+](=O)([O-])N1Cc2ccccc2CC2(CCCN(Cc3ccccc3)C2)C1 (stereo unspecified)	8%[115 µM]
6	COc1ccc(NC(=O)c2cc(OC)nc3ccccc23)cc1	-7%
7	CC(C)C[C@@H]1N[C@H](C(=O)O)Cc2cn(CC3CC3)c3cccc1c23	32µM*
8	COC(=O)C(Cc1c[nH]c2ccccc12)NC(=O)COc1cccc(C)c1 (stereo unspecified)	?
9	CCOc1ccc(N(Cc2cc3cc(C)ccc3[nH]c2=O)C(=O)C(C)C)cc1	-17%
10	CC(=O)c1ccc(Sc2ccc(F)cc2)c(F)c1	-21%
11	O=c1c2nc(-c3ccc(O)c(F)c3)ccc2ncn1Cc1ccccn1	?
12	CC(C)(C)CC(=O)NC1CCN(c2cnn(Cc3ccccc3)c(=O)c2)CC1	12%
13	CC(NC(=O)Cn1nc(C(N)=O)c2ccccc2c1=O)c1ccccc1 (stereo unspecified)	21%
14	CCOC(=O)c1cnn(-c2cc(C)nc3c(-c4ccc(Cl)cc4)c(C(F)(F)F)nn23)c1N	8%
15	FC(F)(F)c1cc(-c2ccccc2)nc2cc(-c3ccc(Br)cc3)nn12	5%
16	O=C(NCc1ccccc1)c1ccc(N2CC3CC(C2)[C@H]2CCCC(=O)N2C3)nc1 (stereo partly specified)	?
17	Cc1c(OCC(=O)Nc2cc(Cl)cc(Cl)c2)c(=O)ccn1CCO	-9%
18	O=c1oc2cc(O)ccc2cc1-c1nc(-c2ccccc2)cs1	-25%
19	O=S(=O)(c1cccs1)N1CCOc2ccc(COCc3cccc(F)c3)cc2C1	-16%
20	COc1ccccc1NC(=O)C(Cc1ccccc1)NS(=O)(=O)c1ccc2c(c1)CCN2C(C)=O (stereo unspecified)	-18%
21	CC(=O)Nc1ccc(Nc2ncnc3c2cnn3C)cc1	11%
22	CCOc1ccc(CN2CCN(c3cccc(C)c3C)CC2)cc1OC	-18%
23	N#Cc1nc(-c2ccc(S(=O)(=O)N3CCCCCC3)cc2)oc1NCCCN1CCOCC1	i
24	Cn1nnnc1SC1=CS(=O)(=O)c2ccccc21	-22%
25	CCc1ccc(NC(=O)c2ccc(CNS(=O)(=O)c3ccc4c(c3)C(C)(C)C(=O)N4C)cc2)cc1	-19%

New compounds follow:
nr	canonical_smiles	KDM5B inh
26	O=C(NCCc1ccccn1)c1ccc2ccccc2c1	13%
27	CC(C)c1ccc(CNc2nc(-c3ccco3)nn2S(=O)(=O)c2ccc3ccccc3c2)cc1	?
28	Cc1nc(NCc2ccc3c(c2)OCO3)c2c3c(sc2n1)CCC3	11%
29	COC(=O)c1cn(C(=O)c2ccc(C)cc2C)c2ccccc12	3%
30	Cc1ccc(-c2c[n+](CC(=O)Nc3nc(-c4ccccc4)cs3)c3n2CCC3)cc1	-20%
31	COC(=O)c1ccc(C(=O)NCc2ccc(OC)cc2)cc1	26%
32	Cc1ccc2nc(NS(=O)(=O)c3ccc(Cl)cc3)c(Nc3ccc4c(c3)OCO4)nc2c1	-9%
33	CCC1Oc2ccc(NC(=O)CC(C)(C)C)cc2CN(Cc2ccc(F)cc2)C1=O (stereo unspecified)	-7%
34	CC(=O)c1cccc(NC(=O)c2cccn2-c2nnc(N3CCCCC3)s2)c1	-18%
35	Cc1ccc(NS(=O)(=O)c2ccc(NC(=O)c3ccccc3C(=O)O)cc2)c(C)c1	24%
36	Cc1ccccc1NC(=O)CSc1nnc(C)c(=O)[nH]1	-20%
37	Cc1ccc(Cl)cc1NC(=O)CSc1nc2ccccc2c(=O)n1CCn1cc(Cl)cn1	12%
38	CC1=NNC(=O)C1C(c1ccc(Cl)cc1)C(C#N)C#N (stereo unspecified)	?
39	COc1ccc(-c2coc3cc(OC(C)=O)ccc3c2=O)cc1	4%
40	S=c1[nH]c2cc3c(cc2[nH]1)OCCCO3	10%
41	O=C(c1ccc(O)cc1)c1ccc(O)cc1O	-11%
42	N#C/C(=C\c1ccc(-c2ccc(Br)cc2)o1)C(=O)Nc1ccccc1O	-24%
43	CC1=C[C@@H](CNC(=O)CC(C)(C)C)[C@H](C(C)C)C[C@H]1CC(=O)O	28µM*
44	CCOC(=O)Cn1c(=O)n(-c2ccccc2OC)c2nc(-c3cccc(F)c3)nc(C(N)=O)c21	-26%
45	Cc1cc(C)cc(C(=O)N2CCC(n3cc(-c4nc(-c5ccccc5)no4)nn3)C2)c1 (stereo unspecified)	12%
46	CCn1ccc2cc(S(=O)(=O)N3CCC(C(=O)NCCc4ccccc4Cl)CC3)ccc21	-12%
47	Cc1ccc(S(=O)(=O)Nc2ccc3oc(C)nc3c2)cc1	10%
48	COc1ccccc1CC(=O)Nc1ccc2c(N3CCCCC3)ncnc2c1	-5%
49	C[C@]1(O)CCN(C(=O)c2ccc(-c3cnco3)cc2)C[C@@H]1O	-13%
50	O=C1C(N2CCN(S(=O)(=O)c3cc(F)ccc3F)CC2)CCN1Cc1cccnc1 (stereo unspecified)	6%

Next results.
nr	canonical_smiles	KDM5B inh
51	CCCn1c(-n2nc(C)cc2C)nc2c1c(=O)n(CCc1ccccc1)c(=O)n2C	4%
52	CC(=O)N[C@@H]1CN(C(=O)CCc2c[nH]c3ccccc23)C[C@H]1CO	10%
53	CC1CN(C(=O)COC(=O)c2ccc(C#N)cc2)CC(C)O1 (stereo unspecified)	-12%
54	O=C(NCCN1CCCCC1)c1ccc(-c2nnc3ccc(NC(=O)C4CCC4)cn23)cc1	22µM*
55	CC(C)c1ccc(C(=O)N2CCC(C3CCNC3)CC2)cc1 (stereo unspecified)	-26%
56	O=C(N/N=C/c1ccccn1)c1c[nH]c2ccccc12	?
57	COc1ccccc1NC(=O)c1cnc2ccccc2n1	-7%
58	CCCNC(=O)N1C[C@@H]2CCCN3CCC[C@@H]([C@H]23)[C@H]1CCCC(=O)NC	10%
59	Cc1ccc(C)c(OCC(O)Cn2cnc3sccc3c2=O)c1C (stereo unspecified)	-8%
60	CCC(=O)N1CCc2cc(S(=O)(=O)CCC(=O)NCc3ccc(C)cc3)ccc21	-24%
61	COc1ccc(N2CCN(c3nc(C(=O)NC4CC4)cs3)CC2)cc1	-10%
62	COc1ccc(C)cc1NC(=O)CN1C(=O)COc2ccc(S(=O)(=O)N3CCOCC3)cc21	-3%
63	Cn1c(COc2cccc(C(F)(F)F)c2Cl)nnc1C1CC(N)C1 (stereo unspecified)	18%
64	Cc1ccc2nc(-c3ccccc3F)c(Nc3ccc(Cl)cc3)n2c1	?
65	CC1(c2ccccc2)N(Cc2ccccc2C#N)C(=O)OC12CCN(C(=O)Cc1ccc(O)cc1)CC2 (stereo unspecified)	-24%
66	CC(C)c1cc(C(=O)Nc2ccc(C(=O)N(C)C)cc2)c2ccccc2n1	-24%
67	COC(=O)c1c(NC(=O)c2c(OC)cccc2OC)sc2c1CCCC2	?
68	Cn1cc(CC(=O)N2CCCc3ncc(C(=O)N4CCCC[C@@H]4c4ccccc4)cc32)c2ccccc21	-17%
69	CC(C)CS(=O)(=O)Nc1ccc([C@H]2OCC(=O)N(Cc3ccc(F)cc3)[C@@H]2CO)cc1	19%
70	COc1cc2cc(C(=O)N(C)C3CCS(=O)(=O)C3)[nH]c2cc1OC (stereo unspecified)	?
71	CCn1nc(C(=O)N2CCC(n3c(=O)[nH]c4ccccc43)CC2)c2ccccc2c1=O	12%
72	COCCNC(=O)[C@H]1C[C@H](Oc2ccccc2)CN1C(=O)NCCc1ccccc1	-1%
73	COCCOCC(=O)N1CCC2(CC1)c1[nH]c3ccccc3c1CCN2C	?
74	COCCN1C(=O)CS(=O)C12CCN(S(=O)(=O)c1ccccc1)CC2 (stereo unspecified)	-7%
75	COc1ccc(CN2C[C@@H]3C(=O)N(CCc4ccccc4)C(=O)[C@@H]3C2)c(OC)c1	6%

(next part)
nr	canonical_smiles	KDM5B inh
76	CCC(C)NC(=O)N1CCn2nnc(CCC(=O)N3CCOCC3)c2C1 (stereo unspecified)	-2%
77	CCN1c2cc(C(=O)NCc3cccc(F)c3)ccc2C(=O)N2CCCCCC21 (stereo unspecified)	?
78	COc1cccc(CN2CCOC[C@H](Oc3ccc(C(F)(F)F)cn3)C2)c1	?
79	Cc1sc2ncn(CC(=O)N3CCN(c4ccccc4F)CC3)c(=O)c2c1S(=O)(=O)N1CCC(C)CC1	-4%
80	O=C(NCCc1ccccn1)C1CCN(c2ccc(C(F)(F)F)cn2)CC1	?
81	Cc1cc(=O)oc2cc(OS(=O)(=O)/C=C/c3ccccc3)ccc12	?
82	CC(Sc1nnc(N2CCCC2)n1-c1ccccc1Cl)c1nnc(-c2cccs2)o1 (stereo unspecified)	11%
83	CCOc1ccc(S(=O)(=O)N(C(C)=O)c2ccc3oc(C)c(C(=O)OC)c3c2)cc1	-12%
84	COC(CNC(=O)CCc1c(C)nc2c(c(C)nn2-c2ccc(C)cc2)c1C)OC	?
85	CCCN1CCN(C(=O)c2c(OC)cc(=O)n3c2CCCC3)CC1	9%
86	CC(NC(=O)c1csc2nc(-c3cccc(C(F)(F)F)c3)cn12)c1ccncn1 (stereo unspecified)	?
87	CC(C)CCN1C(=O)CC[C@]2(C(=O)N(C)Cc3ccco3)CCCC[C@@H]12	-1%
88	COC[C@@H]1[C@H](C(=O)N2CCN(Cc3ccccc3)CC2)CCC(=O)N1C	-22%
89	Cc1cc(CN2CCC3(CC2)CCN(C(=O)c2ccco2)CC3CO)on1 (stereo unspecified)	-12%
90	CCCCCNC(=O)C(C#N)c1nc2ccccc2nc1OCC (stereo unspecified)	?
91	CC1CCc2sc(C(=O)OCC(=O)NC(N)=O)cc2C1 (stereo unspecified)	-2%
92	O=C(NCCc1c[nH]c2ccccc12)C1CC(=O)N(c2n[nH]c3cccc(F)c23)C1 (stereo unspecified)	?
93	CCCCn1c(=O)[nH]c(=O)c2c1nc(COC(=O)C1CCCCC1)n2CC	-10%
94	CCOC(=O)c1c(NC(=O)/C=C/c2ccc(OC)cc2)sc2c1CCC(C)C2 (stereo unspecified)	0%
95	C=CCOC(=O)C1=C(C)NC(=S)C(C#N)(CC=C)C1c1ccccc1Cl (stereo unspecified)	-7%
96	O=C(CCn1cncn1)N1CCC2(CCC(=O)N(CCc3ccncc3)C2)CC1	-22%
97	CN(C)c1ccc(CNC(=O)Cc2ccc(NC(=O)N3CCCCc4ccccc43)cc2)cc1	-6%
98	Cc1ccc(C(=O)N2CCC3(CC2)CC(=O)N(c2ccccc2)c2ccccc2O3)cc1	5%
99	O=C(c1ccc(F)cc1F)N1CCC(c2nc(-c3ccc(S(=O)(=O)N4CCCC4)cc3)no2)CC1	-6%
100	CC1=C(C(=O)Nc2cccnc2)C(c2ccc(C)cc2)n2nc(SCc3ccccc3F)nc2N1 (stereo unspecified)	8%

6 compounds already listed, ordered by count of non-hydrogen atoms, smallest number first.
nr	canonical_smiles	KDM5B inh
85	CCCN1CCN(C(=O)c2c(OC)cc(=O)n3c2CCCC3)CC1	9%
87	CC(C)CCN1C(=O)CC[C@]2(C(=O)N(C)Cc3ccco3)CCCC[C@@H]12	-1%
89	Cc1cc(CN2CCC3(CC2)CCN(C(=O)c2ccco2)CC3CO)on1 (stereo unspecified)	-12%
94	CCOC(=O)c1c(NC(=O)/C=C/c2ccc(OC)cc2)sc2c1CCC(C)C2 (stereo unspecified)	0%
97	CN(C)c1ccc(CNC(=O)Cc2ccc(NC(=O)N3CCCCc4ccccc43)cc2)cc1	-6%
100	CC1=C(C(=O)Nc2cccnc2)C(c2ccc(C)cc2)n2nc(SCc3ccccc3F)nc2N1 (stereo unspecified)	8%

Some of these compounds in order of the KDM5B inh value, falling.
nr	canonical_smiles	KDM5B inh
82	CC(Sc1nnc(N2CCCC2)n1-c1ccccc1Cl)c1nnc(-c2cccs2)o1 (stereo unspecified)	11%
100	CC1=C(C(=O)Nc2cccnc2)C(c2ccc(C)cc2)n2nc(SCc3ccccc3F)nc2N1 (stereo unspecified)	8%
95	C=CCOC(=O)C1=C(C)NC(=S)C(C#N)(CC=C)C1c1ccccc1Cl (stereo unspecified)	-7%

Remaining list, next part
nr	canonical_smiles	KDM5B inh
101	CC(=O)N1C[C@@H]2CCCN3CCC[C@@H]([C@H]23)[C@H]1CCCC(=O)NCc1ccc(N2CCN(C)CC2)cc1	-27%
102	Cc1cccn2c(=O)c(/C=N/O)c(Nc3ccccc3F)nc12	15%
103	Cc1ccc(CN2CCC3(CC2)COc2ccccc2NC3=O)cc1	-13%[86.2 µM]
104	CCc1cc(C(=O)Nc2sc(Cc3ccccc3)cc2C(N)=O)cs1	41%[activator]
105	Cc1c(-c2cc(C(F)F)c3c(C4CC4)nn(CC(=O)O)c3n2)cnn1C	?
106	COc1ccc(CNC(=O)C(OC(=O)c2ccco2)c2ccc(F)cc2)cc1 (stereo unspecified)	19%
107	Cc1ccc(-n2c(=O)c3cc4c(=O)n(-c5ccc(C)c(C)c5)c(=O)c4c(C(=O)c4ccc(C(=O)O)cc4)c3c2=O)cc1C	-6%
108	COc1ccccc1N1CCN(CC[C@H]2CN(C(=O)CC(C)(C)C)CC[C@H]2CC(=O)O)CC1	-13%
109	CCN(CC)c1ccc(NC(=O)c2cc(CN3CCCC3)on2)c(C)c1	?
110	S=C1NC2(CCCCCCCCCCC2)NN1c1ccc(Cl)cc1	?
111	CCCS(=O)(=O)N[C@@H]1CN(c2ncccn2)C[C@H]1CN(C)C	28µM*
112	O=C(c1cccc(F)c1)N1CCC(Cc2nc(-c3ccccc3)no2)CC1	9%
